From PubChem BioAssay
Arr AP2 block – human beta-arrestin and AP2 interaction inhibition; FITC-arrestin peptide / GST-AP2 beads, flow cytometry; AP2 beta2 appendage carries R879A mutation; inhibition, % at 10 µM; actives 0.31% (n = 340,000);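 active means inhibition above a set limit, near 3 SD of compounds lacking own fluorescence, cut at about 54% in these data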;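 further: plate controls were DMSO wells for no effect and 5 µM unlabelled arrestin peptide for full effect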
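Measured by: flow cytometry, FL1 (488/535 nm); Material: AP2 appendage R879A on GSH beads; Evaluation: percent response; Timing: pre-incubation 12 min, peptide binding 1 h, room temperature; Also added: 50 nM FITC-arrestin peptide; Medium: PBS with 0.05% Tween 20 and 0.1% BSA.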
CAL PDZ FP-1 – blocks peptide binding to human CAL PDZ domain. Q9HD26. purified CAL PDZ, TMR-peptide fluorescence polarization, 1 h. inhibition, % at 20 µM. actives 0.02% (n = 330,000). AID 504414;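 active means highest replicate inhibition of at least 40%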;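 further: plate controls were DMSO neutral control wells for no effect and unlabeled competitor peptide control wells for full effect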
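Assay system – tagged CAL PDZ protein CerCALP, purified · Timing – 1 h at RT · Compound – single point, 20 µM · Measured by – fluorescence polarization from S- and P-plane intensities, G-factor corrected · Evaluation – inhibition from polarization loss · Probe or stimulus – TMR reporter peptide T*-PRC34 · Buffer or medium – pH 7.4 phosphate-saline buffer, reducing agent, detergent, IgG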
V-ATPase pHluor – yeast V-ATPase proton transport regulation by pHLuorin; AID 504577; response, % at 10 µM; actives 0.37% (n = 350,000); S. cerevisiae, pHLuorin cytosolic pH fluorescence; in the data active means response mostly above about 7.3%, no sharp cut-off; inactive means mostly below about 5.4%; further: actives read high; inactives centre near 0; some compounds called inactive have numbers as strong as hits; reference of the scale not given here
Pemphigus Ab inh – blocks pemphigus antibody binding to human desmoglein-3; AID 588358; binding (percent of control), % at 10 µM; DSG3-coupled beads, scFv-anti-DSG3-GFP binding, flow cytometry; stronger effect = lower value; actives 0.48% (n = 310,000); P32926;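 active means binding more than 3 SD below its plate's average and above zero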;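 further: hits lower antibody fragment binding to DSG3; some compounds called inactive have numbers as strong as hits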
Target sequence (P32926 whole entry, looked up, the tested form may be a part): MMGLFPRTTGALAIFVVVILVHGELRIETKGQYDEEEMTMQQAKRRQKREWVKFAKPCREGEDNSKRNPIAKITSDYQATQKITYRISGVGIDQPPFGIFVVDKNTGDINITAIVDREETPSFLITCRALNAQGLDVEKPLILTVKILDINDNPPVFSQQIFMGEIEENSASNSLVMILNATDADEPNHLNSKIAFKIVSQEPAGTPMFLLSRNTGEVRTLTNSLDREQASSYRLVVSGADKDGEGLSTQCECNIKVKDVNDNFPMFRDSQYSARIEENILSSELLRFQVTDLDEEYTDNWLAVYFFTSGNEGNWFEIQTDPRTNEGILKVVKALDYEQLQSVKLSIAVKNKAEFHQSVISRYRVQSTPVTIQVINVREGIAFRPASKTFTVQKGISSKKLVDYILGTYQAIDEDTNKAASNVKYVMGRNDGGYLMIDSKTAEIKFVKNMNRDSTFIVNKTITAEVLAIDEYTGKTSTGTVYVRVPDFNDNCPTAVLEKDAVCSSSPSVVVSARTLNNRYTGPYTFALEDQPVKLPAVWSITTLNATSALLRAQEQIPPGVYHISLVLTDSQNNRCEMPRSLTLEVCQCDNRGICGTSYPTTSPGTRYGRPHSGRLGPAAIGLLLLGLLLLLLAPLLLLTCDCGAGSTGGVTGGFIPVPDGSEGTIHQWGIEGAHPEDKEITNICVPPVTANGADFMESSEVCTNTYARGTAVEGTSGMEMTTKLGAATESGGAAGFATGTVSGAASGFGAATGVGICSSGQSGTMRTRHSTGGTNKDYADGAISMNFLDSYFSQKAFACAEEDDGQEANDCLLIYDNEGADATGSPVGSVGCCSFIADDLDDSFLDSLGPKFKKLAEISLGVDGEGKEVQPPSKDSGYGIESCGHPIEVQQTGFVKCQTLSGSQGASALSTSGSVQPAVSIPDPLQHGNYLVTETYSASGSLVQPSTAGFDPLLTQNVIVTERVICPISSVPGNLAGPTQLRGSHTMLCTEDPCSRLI
C-LANA FP – KSHV C-LANA DNA binding inhibition | MBP-C-LANA/FAM-LBS DNA binding, fluorescence polarization | inhibition, % at 9 µM | actives 0.078% (n = 340,000);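 active means highest replicate inhibition at or above 60% at 9 µM, even if other replicates fall short; inactive means all replicates below 60% inhibition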;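 further: 0% = neutral control wells and 100% = 4 µM acridine orange control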
CAL PDZ FP-2 – inhibitors of human CAL PDZ peptide binding; purified CAL PDZ, TMR-peptide fluorescence polarization, 1 h; inhibition, % at 24.9 µM; actives 0.92% (n = 300,000); AID 602252;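 active means mean inhibition of at least 30% with at least half of replicates also reaching 30%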;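 further: 0% = DMSO neutral control and 100% = excess unlabeled competitor peptide PRC23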
NSD2 HMT inh – blocks human histone methyltransferase NSD2; O96028; NSD2 peptide methylation, AlphaScreen, 120 min; inhibition, % at 12.5 µM; actives 0.54% (n = 310,000); AID 743445; in the data active means inhibition above about 50%
DAGLB inhibitor – diacylglycerol lipase beta (human) inhibition | Q8NCG7 | HEK293T DAGLB membrane lysate, EnzChek fluorogenic substrate | inhibition, % at 5.17 µM | actives 0.059% (n = 340,000) | AID 504411; in the data active means inhibition above about 34%;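 further: 0% = enzyme with vehicle and 100% = wells lacking enzyme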
RTF Ca sens inh – cardiac RTF calcium desensitization; actives 0.12% (n = 340,000); AID 493244; inhibition, % at 7.15 µM; IANBD-labeled cardiac RTF, Ca2+ fluorescence; P19429+P45379;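 active means inhibition above the mean inhibition of all tested compounds plus 3 SD, cut at about 17% in these data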;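 further: assay run at fixed EC70 calcium of 1.6 mM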
Keap1-Nrf2 PPI – inhibitors of human Keap1-Nrf2 protein-protein interaction; Q14145; Keap1 Kelch-Nrf2 peptide fluorescence polarization, 1536-well; inhibition, % at 9.4 µM; actives 0.15% (n = 340,000); in the data active means inhibition above about 12%;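 further: human Keap1 Kelch domain with fluorescein labeled Nrf2 9mer peptide probe; 0% = neutral control wells and 100% = peptide positive control; higher means more block of Keap1 binding to Nrf2 peptide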
The depositor's hits bear a star. A portion of the library; the hit share may differ from the screen's.

Cc1ccc2cc(/C=C/C(=O)c3ccco3)c(Cl)nc2c1 was read as Arr AP2 block 36, V-ATPase pHluor -4, Pemphigus Ab inh 107 and NSD2 HMT inh 2.
Cc1cc(OCCN2CC(C)OC(C)C2)ccc1[N+](=O)[O-] (centres undefined) was read as Arr AP2 block 7, CAL PDZ FP-1 -2.8, V-ATPase pHluor 2, Pemphigus Ab inh 105, C-LANA FP -1.8, CAL PDZ FP-2 -1, NSD2 HMT inh 5, DAGLB inhibitor 0, RTF Ca sens inh -2 and Keap1-Nrf2 PPI 1.
Screening CCOC(=O)N1C(=O)NC(=O)C1c1ccc(Cl)cc1 (centres undefined) returned Arr AP2 block 21, CAL PDZ FP-1 -0.6, V-ATPase pHluor 3, C-LANA FP 0.3, CAL PDZ FP-2 -6, NSD2 HMT inh -1, DAGLB inhibitor -3, RTF Ca sens inh 5 and Keap1-Nrf2 PPI 1.
`CCOC(=O)CC1=NS(=O)(=O)c2ccccc2N1` gave Arr AP2 block -4, CAL PDZ FP-1 -1.3, V-ATPase pHluor 0, Pemphigus Ab inh 115, C-LANA FP 2.3, CAL PDZ FP-2 -2, NSD2 HMT inh -2, DAGLB inhibitor 3, RTF Ca sens inh -13 and Keap1-Nrf2 PPI -3.
`C/C(=N\O)C(=O)Nc1ccccc1` gave Arr AP2 block 8, CAL PDZ FP-1 -0.4, V-ATPase pHluor 6, Pemphigus Ab inh 112, C-LANA FP -0.6, CAL PDZ FP-2 -1, NSD2 HMT inh -1, DAGLB inhibitor 0, RTF Ca sens inh 1 and Keap1-Nrf2 PPI -3.
Screening O=C(COC(=O)c1cc(S(=O)(=O)N2CCCC2)ccc1O)Nc1ccc(SC(F)F)cc1 returned Arr AP2 block -7, CAL PDZ FP-1 -2.5, V-ATPase pHluor 2, Pemphigus Ab inh 100, C-LANA FP 0.7, CAL PDZ FP-2 -7, NSD2 HMT inh -2, DAGLB inhibitor -6, RTF Ca sens inh -11 and Keap1-Nrf2 PPI 2.
For CCOC(=O)c1cnc2c(c(C)nn2CC)c1NC1CC1 the results were Arr AP2 block -22, CAL PDZ FP-1 -1.6, V-ATPase pHluor -1, Pemphigus Ab inh 108, C-LANA FP 1.3, CAL PDZ FP-2 -5, NSD2 HMT inh -6, DAGLB inhibitor -3, RTF Ca sens inh 1 and Keap1-Nrf2 PPI 0.
`CCC(=O)N1CCN(c2ccc(NC(=O)c3ccc([N+](=O)[O-])o3)cc2Cl)CC1` gave Arr AP2 block 28, CAL PDZ FP-1 -0.3, V-ATPase pHluor -3, Pemphigus Ab inh 96, C-LANA FP -0.5, CAL PDZ FP-2 1, NSD2 HMT inh 35, DAGLB inhibitor 1, RTF Ca sens inh -6 and Keap1-Nrf2 PPI -3.
O=c1ccn(-c2cccc(C(F)(F)F)c2)nc1-c1ccn(-c2cccc(Cl)c2)n1 was read as Arr AP2 block 24, CAL PDZ FP-1 -0.5, V-ATPase pHluor -3, Pemphigus Ab inh 105, C-LANA FP -1.1, CAL PDZ FP-2 -3, NSD2 HMT inh -2, DAGLB inhibitor 1, RTF Ca sens inh -10 and Keap1-Nrf2 PPI -1.
`CCCC(C(=O)Nc1ccncc1)c1ccccc1` (centres undefined) gave Arr AP2 block 27, CAL PDZ FP-1 -1.1, V-ATPase pHluor -3, Pemphigus Ab inh 106, C-LANA FP -1.8, CAL PDZ FP-2 -4, NSD2 HMT inh -2, DAGLB inhibitor 0, RTF Ca sens inh -5 and Keap1-Nrf2 PPI -1.
For CCN(C(=O)c1ccc(NC(C)=O)cc1)c1ccccc1 the results were Arr AP2 block 8, CAL PDZ FP-1 -0.3, V-ATPase pHluor 6, Pemphigus Ab inh 94, C-LANA FP -5.1, CAL PDZ FP-2 26, NSD2 HMT inh -3, DAGLB inhibitor -2, RTF Ca sens inh -14 and Keap1-Nrf2 PPI -5.
Screening O=C(NCc1ccccn1)C(=O)NCC(c1ccco1)N1CCOCC1 (centres undefined) returned Arr AP2 block -5, CAL PDZ FP-1 -3.2, V-ATPase pHluor -2, Pemphigus Ab inh 97, C-LANA FP -1.0, CAL PDZ FP-2 -7, NSD2 HMT inh -3, DAGLB inhibitor -3, RTF Ca sens inh -20 and Keap1-Nrf2 PPI -1.
`CCN1CCCC1CNS(=O)(=O)c1ccc(F)c(Cl)c1` (centres undefined) gave Arr AP2 block 42, CAL PDZ FP-1 1.0, V-ATPase pHluor -1, Pemphigus Ab inh 106, C-LANA FP -0.8, CAL PDZ FP-2 0, NSD2 HMT inh -1, DAGLB inhibitor -3, RTF Ca sens inh -1 and Keap1-Nrf2 PPI 2.
For CCN(CC)c1ccc(C(=O)Nn2cnc3ccccc3c2=O)cc1 the results were Arr AP2 block -3, CAL PDZ FP-1 -1.0, V-ATPase pHluor -2, Pemphigus Ab inh 88, C-LANA FP -1.1, NSD2 HMT inh 1, DAGLB inhibitor -1, RTF Ca sens inh 0 and Keap1-Nrf2 PPI -3.
`O=C(c1cc(Cl)nc2ccccc12)N1CCN(S(=O)(=O)c2cccc(C(F)(F)F)c2)CC1` gave Arr AP2 block 32, CAL PDZ FP-1 -1.2, V-ATPase pHluor 1, Pemphigus Ab inh 98, C-LANA FP 1.7, NSD2 HMT inh -1, DAGLB inhibitor -2, RTF Ca sens inh 0 and Keap1-Nrf2 PPI -4.

Pulled by structure from the list above, 2 records:
Cc1ccc2cc(/C=C/C(=O)c3ccco3)c(Cl)nc2c1 was read as Arr AP2 block 36, V-ATPase pHluor -4, Pemphigus Ab inh 107 and NSD2 HMT inh 2.
`CCC(=O)N1CCN(c2ccc(NC(=O)c3ccc([N+](=O)[O-])o3)cc2Cl)CC1` gave Arr AP2 block 28, CAL PDZ FP-1 -0.3, V-ATPase pHluor -3, Pemphigus Ab inh 96, C-LANA FP -0.5, CAL PDZ FP-2 1, NSD2 HMT inh 35, DAGLB inhibitor 1, RTF Ca sens inh -6 and Keap1-Nrf2 PPI -3.

Following part:
For CC(C)Cn1c(N)c(C(=O)COC(=O)c2nccnc2N)c(=O)n(C)c1=O the results were Arr AP2 block 19, CAL PDZ FP-1 1.0, V-ATPase pHluor 0, C-LANA FP -1.3, CAL PDZ FP-2 0, NSD2 HMT inh 7, DAGLB inhibitor -2, RTF Ca sens inh -8 and Keap1-Nrf2 PPI -4.
`CCCn1c(SCC(=O)N(CC)CC)nnc1-c1ccncc1` gave Arr AP2 block -6, CAL PDZ FP-1 -0.7, V-ATPase pHluor 2, Pemphigus Ab inh 99, C-LANA FP -2.0, CAL PDZ FP-2 6, NSD2 HMT inh -8, DAGLB inhibitor 2, RTF Ca sens inh -12 and Keap1-Nrf2 PPI -4.
CCN(CC)Cc1c(C)[nH]c2ccc(NC(C)=O)cc2c1=O was read as V-ATPase pHluor 3, Pemphigus Ab inh 107, NSD2 HMT inh 0 and DAGLB inhibitor 0.
Screening O=C(Nc1ccccc1N1CCOCC1)c1ccc(N2CCOCC2)c([N+](=O)[O-])c1 returned Arr AP2 block -4, CAL PDZ FP-1 -3.3, V-ATPase pHluor 5, Pemphigus Ab inh 93, C-LANA FP -0.3, CAL PDZ FP-2 3, NSD2 HMT inh -1, DAGLB inhibitor 1, RTF Ca sens inh -6 and Keap1-Nrf2 PPI 3.
Screening c1ccc(Cc2nc3ccccc3s2)cc1 returned Arr AP2 block 11, CAL PDZ FP-1 0.0, V-ATPase pHluor 2, Pemphigus Ab inh 122, C-LANA FP -0.1, CAL PDZ FP-2 -3, NSD2 HMT inh 0, DAGLB inhibitor -1, RTF Ca sens inh -4 and Keap1-Nrf2 PPI 1.
For CC1CCN(c2nc3c(c(=O)[nH]c(=O)n3C)n2CC(C)CSc2nnnn2-c2ccccc2)CC1 (centres undefined) the results were Arr AP2 block -1, CAL PDZ FP-1 -0.4, V-ATPase pHluor 0, Pemphigus Ab inh 119, C-LANA FP 1.2, CAL PDZ FP-2 -1, NSD2 HMT inh 8, DAGLB inhibitor 0, RTF Ca sens inh 10 and Keap1-Nrf2 PPI -6.
O=C(O)CCC(=O)NCc1ccc(F)cc1 was read as Arr AP2 block 22, CAL PDZ FP-1 0.3, V-ATPase pHluor -1, Pemphigus Ab inh 96, C-LANA FP -0.5, NSD2 HMT inh 4, DAGLB inhibitor -1, RTF Ca sens inh -7 and Keap1-Nrf2 PPI -2.
Screening O=C1CCN(Cc2ccccc2)S(=O)(=O)c2ccc(C(F)(F)F)cc21 returned Arr AP2 block -8, CAL PDZ FP-1 -0.4, V-ATPase pHluor -1, Pemphigus Ab inh 107, C-LANA FP -0.8, CAL PDZ FP-2 -3, DAGLB inhibitor -9, RTF Ca sens inh 0 and Keap1-Nrf2 PPI -5.
Screening CCNC(=S)N1CCc2ccccc2C1 returned Arr AP2 block -19, CAL PDZ FP-1 -0.7, V-ATPase pHluor 1, Pemphigus Ab inh 105, C-LANA FP -0.9, CAL PDZ FP-2 3, NSD2 HMT inh -2 and Keap1-Nrf2 PPI 0.
CCOC(=O)c1c(NC(=O)COC(=O)CCOc2ccc(OCC)cc2)sc(C(=O)N(C)C)c1C was read as Arr AP2 block 23, CAL PDZ FP-1 -2.4, V-ATPase pHluor 4, Pemphigus Ab inh 95, C-LANA FP 1.0, CAL PDZ FP-2 -5, NSD2 HMT inh 2, DAGLB inhibitor -10, RTF Ca sens inh -2 and Keap1-Nrf2 PPI -3.
Screening c1ccc(CN2CCOCCOCCOCCOCC2)cc1 returned Arr AP2 block -5, CAL PDZ FP-1 0.6, V-ATPase pHluor -1, C-LANA FP -1.5, CAL PDZ FP-2 -6, NSD2 HMT inh -2, DAGLB inhibitor 0, RTF Ca sens inh -1 and Keap1-Nrf2 PPI -1.
Screening COc1ccc(-c2csc(Nc3cc(C)ccn3)n2)cc1OC returned Arr AP2 block 9, CAL PDZ FP-1 -0.7, V-ATPase pHluor 0, Pemphigus Ab inh 108, C-LANA FP -2.4, CAL PDZ FP-2 5, NSD2 HMT inh 1, DAGLB inhibitor 0, RTF Ca sens inh 6 and Keap1-Nrf2 PPI 0.
Screening N#CC1=C(SCC(=O)NC2CC2)NC(=O)C(C#N)C12CCCCC2 (centres undefined) returned Arr AP2 block -11, CAL PDZ FP-1 -2.0, V-ATPase pHluor 3, Pemphigus Ab inh 94, C-LANA FP -0.1, NSD2 HMT inh -2, DAGLB inhibitor 0, RTF Ca sens inh -8 and Keap1-Nrf2 PPI -2.
Screening CC(OC(=O)c1cccc(-n2cnnn2)c1)C(=O)Nc1ccc(F)c(F)c1F (centres undefined) returned Arr AP2 block -6, CAL PDZ FP-1 -2.3, V-ATPase pHluor 10, Pemphigus Ab inh 106, C-LANA FP 2.5, CAL PDZ FP-2 -3, NSD2 HMT inh -5, DAGLB inhibitor 1, RTF Ca sens inh -8 and Keap1-Nrf2 PPI -6.
`Cc1ccc(C)c(N2CCN(C(=O)C(Cc3ccccc3)n3cccc3)CC2)c1` (centres undefined) gave Arr AP2 block 9, CAL PDZ FP-1 0.3, V-ATPase pHluor -4, Pemphigus Ab inh 104, C-LANA FP 1.0, CAL PDZ FP-2 3, DAGLB inhibitor -15, RTF Ca sens inh -9 and Keap1-Nrf2 PPI -6.
